sdo1 growth – growth rescue of sdo1-depleted yeast, primary screen, S. cerevisiae, bone marrow failure model | S. cerevisiae sdo1-depleted JHY4D growth rescue, OD600 30 h; stronger effect = higher value; pdr5 snq2 efflux-pump mutant strain | z-score at 10 µM | actives 0.21% (n = 140,000) | AID 817, 2007;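 active = z-score above 3 at both the 24 hr and the 30 hr optical density reads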;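 note: z-score against mean and SD of all compound wells on the same plate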
INS promoter inh – inhibitors of insulin promoter-driven GFP, primary screen, imaging, TRM-6 cells (human fetal islet line), eGFP reporter, cell count; AID 1273, 2008; inhibition, % at 2 µM; reporter expression induced with tamoxifen; actives 0.9% (n = 130,000);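 active = inhibition above the mean plus 3 SD, with well images judged a real hit on visual review, cut at about 60% in these data, passing the limit was not always enough; inconclusive = inhibition over the cutoff but images rejected on review; inactive = inhibition not above the cutoff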
sdo1 growth Rescue 24 h – recorded beside sdo1 growth, whose call it bears; z-score; S. cerevisiae sdo1-depleted JHY4D growth rescue, OD600; measured here: growth rescue at 24 h;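 0 is the plate mean of compound wells and units are plate SD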
* hit, by the source's call; & = joins results of further samples. Only part of the results is shown, so the mix of outcomes need not match the whole.

For CC(C)(C)OC(=O)N/N=C\c1ccc[nH]1 the results were INS promoter inh 21.
For CN(C)S(=O)(=O)Oc1cccc(C(=O)Nc2ccc(Cl)c(Cl)c2)c1 the results were sdo1 growth -2.3, INS promoter inh 15 and sdo1 growth Rescue 24 h -1.6.
COc1ccc(N2CSC3=C(C#N)C(c4ccc(OC)c(OC)c4)CC(=O)N3C2)c(OC)c1 (stereo not drawn) was read as sdo1 growth 0.2 and sdo1 growth Rescue 24 h -0.15.
For Cn1c(=O)n(C)c2cc(S(=O)(=O)Nc3ccccc3O)ccc21 the results were sdo1 growth -0.52, INS promoter inh -11 and sdo1 growth Rescue 24 h -0.18.
`CCOc1cc(/C=N/NC(=O)Cn2nc([N+](=O)[O-])cc2C)ccc1OCc1ccc(F)cc1` gave sdo1 growth -0.2, INS promoter inh 21 and sdo1 growth Rescue 24 h -0.05.
Screening CCC(C)(NC(=O)c1cccc(N2C(=O)CSC2c2ccccc2)c1)C(=O)Nc1ccccc1C (stereo not drawn) returned sdo1 growth 0.71 and sdo1 growth Rescue 24 h 0.44.
For COc1ccc(N2CCN(C(=S)NC(C)c3ccccc3)CC2)cc1 (stereo not drawn) the results were INS promoter inh -50.
For CCn1c(SCC(=O)Nc2cc(F)ccc2C)nnc1-c1ccccc1O the results were sdo1 growth -1.4 and sdo1 growth Rescue 24 h -1.4.
Screening CCn1c(-c2ccncc2)n[nH]c1=S returned INS promoter inh -8.
`CC(=O)/C=C/c1ccccc1O` gave INS promoter inh 38.
`CCc1cccc(NC(=O)CSc2nc3c(c(=O)[nH]2)CCCC3)c1` gave sdo1 growth -0.44, INS promoter inh 50 and sdo1 growth Rescue 24 h 0.69.
CN(C)S(=O)(=O)c1ccc2c(c1)C(CC(=O)O)NC2=O (stereo not drawn) was read as sdo1 growth 0.05, INS promoter inh 3 and sdo1 growth Rescue 24 h -0.06.
Cc1cc(C)cc(-n2c(SCC(=O)NCc3ccco3)nc3ccccc3c2=O)c1 was read as sdo1 growth -1.1, INS promoter inh 44 and sdo1 growth Rescue 24 h -0.46.
`CN(c1ccc(C(=O)N2CCc3ccccc3C2)cc1)S(C)(=O)=O` gave sdo1 growth 1.9, INS promoter inh -31 and sdo1 growth Rescue 24 h 2.
For Cn1nnc(NC(=O)c2cccc(F)c2)n1 the results were sdo1 growth -0.38 and sdo1 growth Rescue 24 h -1.4.
CCOP(=O)(OCC)c1nc(-c2cccc3ccccc23)oc1NCc1ccccc1 was read as sdo1 growth -1.2, INS promoter inh 17 and sdo1 growth Rescue 24 h -0.84.
`CCc1c(C)nc2cc(C)[nH]n2c1=O` gave sdo1 growth 0.61, INS promoter inh -9 and sdo1 growth Rescue 24 h 0.48.
O=C(O)C/C=C(/NC(=O)OCc1ccccc1)C(=O)OCc1ccccc1 was read as INS promoter inh 20.
Screening Cc1cccc(NC(=O)CSc2cc(C(=O)c3nccn3C)c3ccccc3n2)c1 returned sdo1 growth 2.1, INS promoter inh -46 and sdo1 growth Rescue 24 h 3.9.
Screening COc1ccc(-c2cc(C(F)(F)F)nc(N3CCOCC3)n2)cc1 returned sdo1 growth -1.2, INS promoter inh -54 and sdo1 growth Rescue 24 h -0.09.
Screening Cc1cc2oc(=O)c3c(c2cc1OC(=O)c1ccco1)CCCC3 returned sdo1 growth 0.73, INS promoter inh 19 and sdo1 growth Rescue 24 h 3.
For O=C(CSc1ccccn1)Nc1ccc2c(c1)C(=O)c1ccccc1C2=O the results were sdo1 growth 0.7, INS promoter inh 0 and sdo1 growth Rescue 24 h 2.5.
Screening O=C(NCc1ccc(C(F)(F)F)cc1)C1CC(c2ccccc2[N+](=O)[O-])=NO1 (stereo not drawn) returned sdo1 growth -0.08, INS promoter inh 27 and sdo1 growth Rescue 24 h -0.45.
CC(=O)Oc1ccc(/C=N/NC(=S)Nc2ccccc2)cc1 was read as sdo1 growth -0.49, INS promoter inh 11 and sdo1 growth Rescue 24 h -0.64.
`CCCc1nnc(NC(=O)CC(=O)OCC)s1` gave sdo1 growth 1.3, INS promoter inh 20 and sdo1 growth Rescue 24 h 1.3.
For CNC(=S)N/N=C/c1c(C)nn(-c2ccc(F)cc2)c1Cl the results were INS promoter inh 53.
Screening CC(C)(C)/C(Cn1cncn1)=N\OC(=O)Nc1ccc(Cl)cc1 returned sdo1 growth -0.67, INS promoter inh 13 and sdo1 growth Rescue 24 h -0.26.
For COC(=O)c1c(C)oc(C)c(C(=O)OC)c1=O the results were sdo1 growth -0.02&1.8 and sdo1 growth Rescue 24 h -0.33&0.42.
For Cc1ccc(C(=O)c2c[nH]c(C(=O)NCc3cccnc3)c2)cc1 the results were sdo1 growth 1.1, INS promoter inh 25 and sdo1 growth Rescue 24 h 2.2.
For C/C(=N\NC(=O)c1cccc(N2CCCC2=O)c1)c1ccc(N)cc1 the results were INS promoter inh 29.
`COc1cc(C(=O)NCc2ccc(C)cc2)ccc1OCc1c(C)noc1C` gave sdo1 growth 0.75, INS promoter inh inconclusive and sdo1 growth Rescue 24 h 0.82.
Screening CCn1c(SCC(=O)Nc2cccc(NC(C)=O)c2)nnc1C(C)C returned sdo1 growth 0.46, INS promoter inh 46 and sdo1 growth Rescue 24 h 0.83.
Cc1ccc(-c2csc(NC(=O)c3cccc([N+](=O)[O-])c3)n2)cc1 was read as sdo1 growth -1.4, INS promoter inh 29 and sdo1 growth Rescue 24 h -0.77.
For O=C(c1ccc2c3c(cccc13)C(=O)N(O)C2=O)N1CCCCC1 the results were sdo1 growth 0.69, INS promoter inh 29 and sdo1 growth Rescue 24 h -0.1.
For CC1=Cc2ccccc2C(C#N)N1C(=O)c1ccccc1 (stereo not drawn) the results were sdo1 growth -0.93 and sdo1 growth Rescue 24 h -1.2.
`CCNC(=O)CCCOc1ccc(Cl)cc1Cl` gave sdo1 growth 0.57, INS promoter inh 45 and sdo1 growth Rescue 24 h -0.37.

An excerpt from above in order of count of non-hydrogen atoms, highest first.
`COc1cc(C(=O)NCc2ccc(C)cc2)ccc1OCc1c(C)noc1C` gave sdo1 growth 0.75, INS promoter inh inconclusive and sdo1 growth Rescue 24 h 0.82.
Screening CCn1c(SCC(=O)Nc2cccc(NC(C)=O)c2)nnc1C(C)C returned sdo1 growth 0.46, INS promoter inh 46 and sdo1 growth Rescue 24 h 0.83.
For Cc1ccc(C(=O)c2c[nH]c(C(=O)NCc3cccnc3)c2)cc1 the results were sdo1 growth 1.1, INS promoter inh 25 and sdo1 growth Rescue 24 h 2.2.
For CNC(=S)N/N=C/c1c(C)nn(-c2ccc(F)cc2)c1Cl the results were INS promoter inh 53.
`CCNC(=O)CCCOc1ccc(Cl)cc1Cl` gave sdo1 growth 0.57, INS promoter inh 45 and sdo1 growth Rescue 24 h -0.37.

Continued.
Screening Cc1cccc(C(=O)Nc2ccc(C(=O)/C=C/c3cccnc3)cc2)c1 returned sdo1 growth -1.1, INS promoter inh -26 and sdo1 growth Rescue 24 h -0.7.
`Cc1ccc(Nc2nnc(C3C(=O)N(C)C4(C)CC3c3cc(Br)ccc3O4)s2)cc1` (stereo not drawn) gave sdo1 growth -0.88, INS promoter inh -21 and sdo1 growth Rescue 24 h -0.88.
Screening Nn1c(SCC(=O)Nc2ccc3c(c2)OCCO3)nnc1-c1ccccn1 returned sdo1 growth 0.23, INS promoter inh -14 and sdo1 growth Rescue 24 h -0.33.
Screening CCN1C(=O)C(O)(C2COC(C)(C)CC2=O)c2ccccc21 (stereo not drawn) returned sdo1 growth -0.14, INS promoter inh 34 and sdo1 growth Rescue 24 h -0.83.
Screening O=C(Cc1ccc(S(=O)(=O)N2CCCC2)s1)Nc1nc2c(s1)CCCC2 returned sdo1 growth -0.47, INS promoter inh -13 and sdo1 growth Rescue 24 h 1.1.
S=c1[nH]nc(COc2ccc(Cl)cc2)o1 was read as sdo1 growth 0.98, INS promoter inh -15 and sdo1 growth Rescue 24 h 2.
Screening S=C1NCCc2ccc(Cl)cc2C1c1ccccc1Cl (stereo not drawn) returned sdo1 growth -2.3, INS promoter inh -15 and sdo1 growth Rescue 24 h -1.5.
For COc1ccc(CNC(=O)C2CCCN(S(=O)(=O)c3cnc[nH]3)C2)cc1 (stereo not drawn) the results were sdo1 growth 0.48 and sdo1 growth Rescue 24 h -0.01.
Cc1cc(/C=N/NC(=O)c2cccc([N+](=O)[O-])c2)c(C)n1-c1ccc(Cl)cc1Cl was read as sdo1 growth -0.56 and sdo1 growth Rescue 24 h -0.58.
CN(C)/N=C/c1ccc(P(c2ccc(/C=N/N(C)C)o2)c2ccc(/C=N/N(C)C)o2)o1 was read as INS promoter inh -17.
Screening CCOc1ccc(N(CC(=O)NCCSc2ccccn2)S(C)(=O)=O)cc1 returned sdo1 growth -0.1, INS promoter inh -15 and sdo1 growth Rescue 24 h -0.04.
Screening O=c1ccc(/C=C/c2ccccc2)nn1Cc1ccccc1 returned sdo1 growth -1.6, INS promoter inh 10 and sdo1 growth Rescue 24 h -0.66.
`CC(=O)c1ccc(Oc2cc(C)nc(-n3nc(C)cc3C)n2)cc1` gave sdo1 growth -0.59, INS promoter inh -8 and sdo1 growth Rescue 24 h -0.8.
`CC(C)CC(NC(=O)C1CCC(C)CC1)C(=O)NCc1ccccn1` (stereo not drawn) gave sdo1 growth 0.07, INS promoter inh -29 and sdo1 growth Rescue 24 h 0.46.
`O=C1C(N2CCOCC2)=C(n2nnc3ccccc32)C(=O)c2ccccc21` gave sdo1 growth -3, INS promoter inh 10 and sdo1 growth Rescue 24 h -1.3.
Cn1c(SCC(=O)Nc2sccc2C#N)nnc1-c1ccccc1 was read as sdo1 growth 1.2, INS promoter inh 19 and sdo1 growth Rescue 24 h 0.93.
Screening CCOC(=O)C1CCN(c2ncnc3c2[nH]c2cccc(OC)c23)CC1 returned sdo1 growth -0.76, INS promoter inh 0 and sdo1 growth Rescue 24 h -0.9.
`Cc1cc([N+](=O)[O-])ccc1NC(=S)NC(=O)Cc1ccccc1` gave sdo1 growth -1.2 and sdo1 growth Rescue 24 h -1.1.
Screening O=C(Nc1cccc(Cl)c1)c1ccc(F)c(S(=O)(=O)N2CCN(c3ccccn3)CC2)c1 returned sdo1 growth -1.3, INS promoter inh -39 and sdo1 growth Rescue 24 h -0.76.
`Cc1cc(C)cc(NC(=S)Nc2ccc3cn[nH]c3c2)c1` gave sdo1 growth 0.27 and sdo1 growth Rescue 24 h -0.22.
Screening CCn1c(SCC(=O)N/N=C/c2ccc(C)o2)nnc1-c1ccc(C)cc1 returned sdo1 growth 1.6, INS promoter inh -97 and sdo1 growth Rescue 24 h 1.
CCOC(=O)/C(C#N)=C1/SC(CC)C(=O)N1c1ccc(Br)cc1 (stereo not drawn) was read as sdo1 growth 0.07, INS promoter inh -3 and sdo1 growth Rescue 24 h 1.2.
`O=C1C(Cl)=C(N2CCOCC2)C(=O)N1c1ccccc1Cl` gave sdo1 growth 1.1 and sdo1 growth Rescue 24 h 1.1.
For CCOc1ccc(Br)cc1S(=O)(=O)Nc1cccc(S(=O)(=O)N(C)c2ccccc2)c1 the results were sdo1 growth -0.48, INS promoter inh -59 and sdo1 growth Rescue 24 h 0.78.

Filtered by structure, the entries above with a tert-butyl group (two)
For CC(C)(C)OC(=O)N/N=C\c1ccc[nH]1 the results were INS promoter inh 21.
Screening CC(C)(C)/C(Cn1cncn1)=N\OC(=O)Nc1ccc(Cl)cc1 returned sdo1 growth -0.67, INS promoter inh 13 and sdo1 growth Rescue 24 h -0.26.

Returning to the listing, repeating the three entries before the break.
CCOC(=O)/C(C#N)=C1/SC(CC)C(=O)N1c1ccc(Br)cc1 (stereo not drawn) was read as sdo1 growth 0.07, INS promoter inh -3 and sdo1 growth Rescue 24 h 1.2.
`O=C1C(Cl)=C(N2CCOCC2)C(=O)N1c1ccccc1Cl` gave sdo1 growth 1.1 and sdo1 growth Rescue 24 h 1.1.
For CCOc1ccc(Br)cc1S(=O)(=O)Nc1cccc(S(=O)(=O)N(C)c2ccccc2)c1 the results were sdo1 growth -0.48, INS promoter inh -59 and sdo1 growth Rescue 24 h 0.78.
`CCOC(=O)Cn1nc(/C=C/c2ccc(C(C)C)cc2)ccc1=O` gave sdo1 growth -0.29, INS promoter inh -3 and sdo1 growth Rescue 24 h -0.87.
CC(C)C1Cc2c(C#N)c(N)n(C)c(=S)c2CO1 (stereo not drawn) was read as sdo1 growth 0.19, INS promoter inh 29 and sdo1 growth Rescue 24 h 0.44.
For CCOC(=O)c1c(NC(=O)CC2SC(N)=NC2=O)sc2c1CCCC2 (stereo not drawn) the results were sdo1 growth 1.1, INS promoter inh -18 and sdo1 growth Rescue 24 h 0.06.
`Cc1ccc(-c2nnc(SCC(=O)O)n2N)cc1` gave sdo1 growth -0.49, INS promoter inh -36 and sdo1 growth Rescue 24 h -0.63.
For CCC(=O)OCCNc1cc(Sc2nccn2C)c2nonc2c1[N+](=O)[O-] the results were sdo1 growth 0.15, INS promoter inh -70 and sdo1 growth Rescue 24 h -0.29.
For CCOc1ccc(-n2c(=O)c3sccc3n(CC(=O)NCCc3ccc(OC)c(OC)c3)c2=O)cc1 the results were INS promoter inh 53.
`O=C(COc1ccc(C(=O)c2ccccc2)cc1)NCC(=O)Nc1ccccc1Br` gave sdo1 growth -0.14, INS promoter inh -3 and sdo1 growth Rescue 24 h 0.13.
`CCOc1ccc(N(CC(=O)N2CCN(c3ccccc3)CC2)S(=O)(=O)c2c(C)noc2C)cc1` gave sdo1 growth -0.02 and sdo1 growth Rescue 24 h 0.16.
CCC1=Nc2cc(C(=O)NCc3ccco3)ccc2Sc2ccccc21 was read as sdo1 growth -0.22, INS promoter inh -38 and sdo1 growth Rescue 24 h -0.5.
For COc1ccccc1CNc1ccc([N+](=O)[O-])cc1C the results were INS promoter inh -14.

Screens from PubChem.
